Assay outcomes as filed in PubChem BioAssay.
MBD2 DNA inh = MBD2-methylated oligo binding inhibition. TR-FRET, MBD2 binding to methylated oligonucleotide. inhibition, % at 4.4 µM. 370,000 tested, 0.31% active; in the data active = inhibition above about 13%
Target sequence (Q9UBB5 whole entry, looked up): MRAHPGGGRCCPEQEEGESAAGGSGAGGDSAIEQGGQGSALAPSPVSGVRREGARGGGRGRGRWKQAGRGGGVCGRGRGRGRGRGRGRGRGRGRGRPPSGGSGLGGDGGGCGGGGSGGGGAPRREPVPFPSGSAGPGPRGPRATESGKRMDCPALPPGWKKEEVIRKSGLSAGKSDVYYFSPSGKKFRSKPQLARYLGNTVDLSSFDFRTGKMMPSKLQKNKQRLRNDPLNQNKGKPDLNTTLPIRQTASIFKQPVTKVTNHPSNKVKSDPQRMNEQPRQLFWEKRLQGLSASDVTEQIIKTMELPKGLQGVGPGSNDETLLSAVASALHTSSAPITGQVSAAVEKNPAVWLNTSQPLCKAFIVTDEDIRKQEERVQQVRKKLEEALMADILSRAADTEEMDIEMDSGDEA
UHRF1 binding = blocks human UHRF1 binding to methylated DNA | UHRF1 binding to methylated oligo, TR-FRET | inhibition, % at 4.4 µM | 370,000 tested, 0.75% active; in the data active = inhibition above about 21%;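 note: UHRF1 SRA domain binding a hemimethylated CpG hairpin DNA probe; 0% = median of test compound wells and 100% = reference inhibitor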
DDE Tn6 FP inh = inhibitors of Tn6 peptide binding to human fibrin DD(E); P02675; Fibrin DD(E) TRITC-Tn6 fluorescence polarization displacement; inhibition, % at 8.3 µM; 370,000 tested, 0.21% active; AID 720509;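 active = inhibition above a per-campaign cutoff: mean of compounds within control limits plus 3 SD, cut at about 15% in these data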;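 note: 0% = median of all compound wells on the plate and 100% = blocking peptide control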
Target sequence (P02675 whole entry, looked up): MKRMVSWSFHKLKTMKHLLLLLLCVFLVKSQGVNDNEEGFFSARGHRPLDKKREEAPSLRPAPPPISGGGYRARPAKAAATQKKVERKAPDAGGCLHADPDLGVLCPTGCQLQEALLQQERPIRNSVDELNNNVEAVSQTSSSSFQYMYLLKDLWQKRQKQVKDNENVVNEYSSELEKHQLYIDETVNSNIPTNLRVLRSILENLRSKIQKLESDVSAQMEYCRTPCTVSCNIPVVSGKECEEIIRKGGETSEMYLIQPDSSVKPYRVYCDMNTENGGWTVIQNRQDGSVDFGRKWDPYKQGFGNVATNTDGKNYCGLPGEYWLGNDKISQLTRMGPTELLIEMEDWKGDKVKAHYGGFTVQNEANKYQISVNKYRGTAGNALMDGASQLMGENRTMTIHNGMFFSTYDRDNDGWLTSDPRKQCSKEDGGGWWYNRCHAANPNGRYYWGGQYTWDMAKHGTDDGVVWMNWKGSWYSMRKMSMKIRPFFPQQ
ASAP1 GAP inh = ASAP1 ArfGAP inhibition. ASAP1-stimulated ARF1 GTP hydrolysis, GDP FP detection. inhibition, % at 16.5 µM. 360,000 tested, 0.19% active; in the data active = inhibition above about 25%;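 note: 0% = vehicle with enzyme and substrate and 100% = no enzyme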
KLK7 zymogen act = activates the human kallikrein-7 zymogen | P49862 | purified proKLK7, EDANS-DABCYL substrate fluorescence; 100% is mature enzyme control, 0% vehicle | activation, % at 7 µM | 370,000 tested, 0.9% active | AID 652039;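 active = activation above the mean of all tested compounds plus 3 SD, computed per campaign excluding outliers beyond control limits, cut at about 13% in these data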
PLC-gamma1 inh = inhibitors of human phospholipase C gamma1; 370,000 tested, 0.84% active; inhibition, % at 12.2 µM; purified PLC-gamma1, fluorogenic substrate, fluorescence; P19174; in the data active = inhibition above about 9.5%
ARFGAP1 inh = rat ARFGAP1 inhibition; Q62848; Arfgap1-stimulated ARF1 GTP hydrolysis, GDP FP detection; inhibition, % at 16.5 µM; 360,000 tested, 0.26% active; AID 651572;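 active = inhibition above a per-plate limit, mean inhibition of low control wells plus 3 SD, cut at about 25% in these data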;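 note: 0% = DMSO wells with enzyme and 100% = wells lacking Arfgap1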
Target sequence (Q62848 1-136 limits assumed): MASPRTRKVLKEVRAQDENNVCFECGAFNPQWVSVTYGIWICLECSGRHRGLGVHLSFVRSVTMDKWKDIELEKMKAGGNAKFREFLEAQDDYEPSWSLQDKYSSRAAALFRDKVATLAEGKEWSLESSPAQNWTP
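material = rat Arfgap1 catalytic domain, aa 1-136 | also added = human ARF1(Δ1-17)-GTP substrate | compound dosing = one concentration, 16.5 µM, DMSO 1.26% | times = GTP hydrolysis reaction 2 h at 25 °C | measured by = FP, GDP Alexa 633 tracer displaced from anti-GDP antibody, 620/688 nm | evaluation = percent inhibition of Arfgap1-stimulated GTP hydrolysis | replication = single well per compound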
Tn7 DDE FP = disrupts Tn7 cyclic peptide binding to fibrin D-Dimer-E complex; AID 720508; 370,000 tested, 0.13% active; P02675; FP displacement of FITC-Tn7 peptide from fibrin DD(E); 0% = median of compound wells per plate; inhibition, % at 8.3 µM;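 active = inhibition above the mean of compounds falling within the control limits plus 3 SD of them, cut at about 14% in these data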;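 note: 0% = plate median of compound wells and 100% = 10 µM Aha-Tn7 peptide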
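assay system = human clot-derived fibrin DD(E) complex | quantity = Fibrin-DD(E) at 2 µM final | timing = 10 min preincubation, 3 h with tracer, room temperature | signal = fluorescence polarization | measure = percent inhibition | benchmarks = high control wells with 10 µM unlabelled Aha-Tn7 peptide (full inhibition) | replicates = singlicate testing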
ADAM17 inh = ADAM17 inhibition, QFRET primary screen. P78536. recombinant ADAM17, EDANS/DABCYL FRET peptide cleavage. inhibition, % at 6.95 µM. 370,000 tested, 0.83% active. AID 720648;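 active = inhibition above the mean of compounds lying between control limits plus 3 SD, set per campaign, cut at about 8.5% in these data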;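 note: 0% = DMSO-only wells as the low control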
PLC-beta3 inh = PLC-beta3 (human) inhibition, primary screen; 370,000 tested, 0.18% active; inhibition, % at 12.2 µM; Purified PLC-beta3, fluorogenic substrate, fluorescence; AID 720704; in the data active = inhibition above about 11%;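 note: 0% = median of compound wells on plate and 100% = full blocker control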
Starred values were filed as active, the others as inactive.

Structure	MBD2 DNA inh	UHRF1 binding	DDE Tn6 FP inh	ASAP1 GAP inh	KLK7 zymogen act	PLC-gamma1 inh	ARFGAP1 inh	Tn7 DDE FP	ADAM17 inh	PLC-beta3 inh
CCCCNC(=S)N1CCN(CC)CC1	-1.8	4.0	-1.9	0.9	-0.6	5.8	-12.6	0.7	0.9	5.3
CCN(CCS(=O)(=O)c1ccc(Cl)cc1)Cc1nc2ccccc2c(=O)[nH]1	3.5	-2.8	2.0	0.6	-0.4	-4.8	-1.9	-5.8	-1.9	-8.3
CCN(C(=O)COC(=O)c1ccc(C)c(S(=O)(=O)N2CCCCC2)c1)C1CCS(=O)(=O)C1 (stereo not given)	1.6	1.2	1.7	-7.4	0.4	-3.2	1.5	9.0	-0.1	-4.9
CC1=C(C(=O)N(C(C)C)C(C)C)CC(CC(=O)NCCN2CCOCC2)C(=O)N1Cc1ccc(C(C)(C)C)cc1 (stereo not given)	-0.2	-0.8	0.0	17.7	0.3	-5.0	4.5	0.3	2.4	-0.9
CC(C)CN(C(=O)c1ccc(N2CCCC2=O)cc1)C1CCS(=O)(=O)C1 (stereo not given)	-0.3	0.2	0.2	-4.3	0.2	-0.1	8.1	6.5	-3.3	-7.2
CSc1cc(-c2ccccc2)[nH]c(=O)c1C#N	-6.3	-7.5	-5.7	0.6	-9.7	-43.3	-7.9	-1.8	-43.7	-48.0
Cc1cccc(C)c1NC(=O)CN(C)C(=O)[C@H](C)NC(=O)c1ccco1	-1.3	0.2	2.7	2.1	-0.6	4.2	8.7	0.1	-2.8	-3.7
COc1ccc(S(=O)(=O)Nc2c(O)c3ccccc3oc2=O)cc1	-2.3	1.1	7.5	-3.2	0.3	-2.6	-8.6	4.0	-2.7	-6.7
COc1cccc(N(CC(=O)NCC2CCCO2)C(=O)CNS(=O)(=O)c2ccccc2)c1 (stereo not given)	0.5	-0.6	4.3	0.7	1.1	-0.4	9.3	-5.8	-1.7	1.4
O=C(NC(c1ccc2c(c1)OCO2)c1ccccn1)C1CCN(CCOc2ccc(Cl)cc2Cl)CC1 (stereo not given)	0.3	-1.3	-1.9	0.2	0.4	3.7	1.9	-11.4	4.1	2.3
O=S(=O)(Nc1cc(Cl)ccc1N1CCOCC1)c1ccccc1Cl	3.2	-3.6	-3.7	-2.5	-0.1	-0.1	0.6	-1.4	3.6	-2.4
NC(=O)c1nsc(C(=O)N(Cc2ccccc2Cl)C(C(=O)NCC2CCCO2)c2ccc(O)cc2)c1N (stereo not given)	1.6	0.6	4.5	-9.4	1.3	-68.4	5.3	3.4	-59.3	-93.1
Cc1ccc(S(=O)(=O)Nc2c3ccccc3nc(=O)n2-c2ccccc2)cc1	2.3	0.7	-5.9	6.2	-33.4	-11.4	-7.8	-1.1	-13.9	-10.9
CCCCn1c(=O)[nH]c(=O)c2c1nc(-c1ccc(OC)c(Br)c1)n2CC(C)C	0.7	0.4	0.6	-4.9	-0.2	-0.2	-3.7	1.3	-1.9	-2.3
Cc1ccccc1NC(=S)N1CCN(c2ccccc2)CC1	-5.4	-3.5	-5.4	-0.8	-1.2	-2.4	3.9	-1.9	0.0	-5.7
CN(C)S(=O)(=O)c1cccc(NC(=S)N/N=C/C(=O)c2ccccc2)c1	0.9	-2.0	4.6	-0.3	-0.2	-2.6	-1.2	5.0	0.4	-0.5
C=C1CCN(CC(=O)OC)S(=O)(=O)c2ccccc21	-6.5	-1.5	1.1	1.3	-0.1	2.0	-0.1	1.2	-0.7	5.5
COc1ccc(NC(=O)c2nnn(CC(=O)Nc3ccccc3OC)c2N)c(OC)c1	-5.3	-2.5	-5.4	-6.1	4.3	-0.9	10.8	-3.4	-2.1	-3.0
COc1ccc(C(=O)Nn2c(C)nc3ccccc3c2=O)cc1Br	1.0	0.3	-12.3	7.3	0.0	0.0	-2.3	-5.3	-2.0	-2.3
CC(C)NS(=O)(=O)c1ccc(OCC(=O)NC2CCCCCC2)cc1	-6.5	1.6	3.0	-9.8	-0.2	-2.1	-6.5	2.7	0.1	-5.3
CC(C)(C)c1ccc(C(=O)NCCC(=O)NCc2cccs2)cc1	-1.6	0.9	3.8	-4.0	0.4	4.6	-6.9	0.3	3.1	-3.1
COc1ccc(-c2cccc(C3CC=CC4C3C(=O)N(Cc3ccccc3)C4c3ccc4ccccc4c3)c2)cc1 (stereo not given)	-3.0	3.9	0.4	1.3	-0.7	3.5	-8.9	3.9	7.5	3.5
CCN(CC)S(=O)(=O)c1ccc(S(=O)(=O)N2CCCC2C(=O)O)cc1 (stereo not given)	0.6	2.0	-0.2	-0.1	0.0	3.3	-3.4	3.5	-0.7	-1.1
OC(CCc1ccncc1)COc1ccccc1 (stereo not given)	-1.9	-2.1	5.1	-1.6	-0.1	2.5	-7.2	-2.7	-2.7	5.2
CSc1ccccc1C(=O)Nc1ncn[nH]1	-3.6	-0.7	7.4	6.4	-1.0	-1.1	-4.1	-6.4	0.1	2.2
Cc1nn(-c2ccccc2)c(C)c1NC(=O)COC(=O)c1ccc(Cl)c(S(N)(=O)=O)c1	3.3	-1.0	2.4	-1.9	0.0	-1.9	4.8	-3.8	-3.5	-6.5
Cc1ccc(S(=O)(=O)NN=CC2(c3ccccc3)CC2)cc1	1.5	-0.5	2.6	-5.8	0.8	0.4	-2.7	-4.2	-0.4	2.4
CCn1ccnc1CNC(=O)c1ccc2oc(CCCc3ccccc3)nc2c1	3.0	-0.7	-2.0	4.6	-0.1	4.8	7.8	-1.5	-2.9	-4.1
CCOC1=C2[C@@H](CN(S(=O)(=O)c3ccc(C)cc3)[C@H]2c2cccc3ccccc23)[C@H]2C(=O)N(C)C(=O)[C@H]2C1	3.8	0.1	0.1	-13.7	0.5	-2.8	-5.9	-1.5	-1.3	3.8
O=C(Cn1cnc2ccccc21)Nc1ccc(F)c(F)c1	0.0	-1.2	8.3	3.3	0.3	0.6	5.1	6.5	-3.2	0.3
CCOC(=O)CSc1nc2ccc(NC(C)=O)cc2s1	-7.0	-1.2	7.0	-2.8	-0.5	0.8	4.3	-1.3	-3.7	-1.3
CCOc1ccc2c(c1)s/c(=N\S(=O)(=O)c1ccc(OC)cc1)n2C(F)F	-0.1	-0.4	-5.8	-8.1	0.6	0.8	-10.2	-0.4	0.3	0.8
Cc1nnc(SCc2ccc(CC(=O)O)cc2)o1	-1.7	-0.3	-9.8	-1.4	-0.2	1.7	-6.1	-3.6	-3.3	-0.2
CCOC(=O)c1c(C)[nH]c(NC(=O)NNC(=O)c2ccccc2Cl)c1C	-0.7	0.9	-7.0	-4.0	1.2	-7.8	2.7	1.8	3.5	-9.4
Cc1ccc(Nc2cc(=O)[nH]c(=O)[nH]2)cc1Cl	-1.1	0.8	-3.1	8.5	0.1	1.2	-2.4	-1.9	0.9	4.8
CCCCSc1nc(O)c(C2OC(=O)c3c2ccc(OC)c3OC)c(=O)n1-c1ccccc1 (stereo not given)	3.4	0.2	-3.9	7.2	-0.1	-5.7	-7.0	-2.5	-2.1	-5.7
Cc1cc(C)cc(NC(=O)COC(=O)c2ccc3c(c2)OCCO3)c1	3.9	0.2	-6.1	9.5	-0.3	1.9	-0.3	-1.1	-4.9	-1.5
CSc1nnnc2ccccc12	-4.5	-3.1	5.3	-4.3	-0.3	-0.9	-7.3	-1.8	-3.2	1.9
OCC(CO)c1cnnc2ccccc12	-4.7	-1.2	-5.7	-9.5	-0.5	0.0	17.1	-3.8	-6.5	1.7
COC(=O)C1=C(C)NC(=O)/C1=C\c1cc(C)n(-c2ccccc2C)c1C	2.5	-6.6	0.0	11.6	0.7	-35.3	-2.9	-8.5	-2.2	-42.2
Cc1cccc(C)c1-c1ccc(CN2C(CC(C)C)C(=O)N(Cc3cn(CC4CCCCC4)nn3)CCS2(=O)=O)cc1 (stereo not given)	-1.1	2.0	-2.4	5.5	0.6	1.9	3.1	0.5	2.3	-0.1
Cc1ccc(S(=O)(=O)CC(=O)Nc2ccc(S(=O)(=O)Nc3onc(C)c3C)cc2)cc1	10.4	3.6	-8.8	-8.8	0.1	-1.1	8.4	7.0	-4.7	2.1
CCN1CCN(S(=O)(=O)c2ccc(OC)c(NC(=O)c3ccccc3)c2)CC1	3.0	-0.2	-10.2	10.2	0.2	-0.3	5.6	-4.5	-5.0	-6.5
COCCNCc1nc2sc(C)c(-c3ccccc3)c2c(=O)[nH]1	7.0	4.7	-2.6	-2.5	-0.4	-1.0	28.4*	3.0	-9.2	-12.7
COc1c(Br)cc(Br)cc1C(=O)Nc1ccccc1N1CCCC1	1.9	2.2	-1.3	-5.7	-0.4	3.4	4.8	-6.3	-3.2	-2.4
CC(=O)Nc1ccccc1OCC(=O)c1ccc2c(c1)OCO2	3.3	-0.5	8.0	-15.3	-0.4	3.3	-5.9	3.5	0.2	0.1
S=C(Nc1ccc(Cl)cc1Cl)NC1CCCCC1	9.9	1.3	-4.1	7.0	0.5	-1.1	11.3	-3.3	-2.5	4.6
Cc1nccn1-c1ccc(NC(=O)[C@@H](Cc2ccccc2)NC(=O)[C@H]2O[C@@H](n3ccc(=O)[nH]c3=O)[C@H](O)[C@@H]2O)cc1	-0.3	-0.8	2.2	9.8	0.0	-0.4	-10.0	-6.0	-2.2	4.4
COC(=O)c1ccc(Cn2cnc3ccccc3c2=O)cc1	-1.6	3.2	-0.4	4.6	0.2	-1.9	5.8	-0.1	-3.6	-3.2
O=C(O)c1cc(=O)[nH]c2ccc(S(=O)(=O)Nc3ccc(F)cc3)cc12	-2.5	-2.8	-1.4	-10.9	-0.2	2.2	0.9	11.8	-2.1	-3.3
CCNC(=O)CSc1nnc(-c2ccccc2)n1-c1ccc(OCC)cc1	2.0	1.1	-1.1	8.3	0.2	4.5	5.9	-4.3	0.7	3.4
Cc1cc(Nc2cccc(Cl)n2)n(-c2ccccc2)n1	-0.3	1.0	6.7	-2.2	0.3	-0.8	5.0	-0.6	-0.2	-2.1

An excerpt from above in order of their number in PLC-beta3 inh, high to low.
Structure	MBD2 DNA inh	UHRF1 binding	DDE Tn6 FP inh	ASAP1 GAP inh	KLK7 zymogen act	PLC-gamma1 inh	ARFGAP1 inh	Tn7 DDE FP	ADAM17 inh	PLC-beta3 inh
OCC(CO)c1cnnc2ccccc12	-4.7	-1.2	-5.7	-9.5	-0.5	0.0	17.1	-3.8	-6.5	1.7
COC(=O)c1ccc(Cn2cnc3ccccc3c2=O)cc1	-1.6	3.2	-0.4	4.6	0.2	-1.9	5.8	-0.1	-3.6	-3.2
CCn1ccnc1CNC(=O)c1ccc2oc(CCCc3ccccc3)nc2c1	3.0	-0.7	-2.0	4.6	-0.1	4.8	7.8	-1.5	-2.9	-4.1

An unsorted share of the library; about 4.1% have a hit in one of these screens.
